Compound activity as filed in PubChem BioAssay.
West Nile virus CPE: West Nile virus antiviral activity, cell-based, CPE readout (AID 1621) | CPE inhibition, % at 10 µM, or IC50 in µM where a hit was titrated | 290,000 tested, 0.02% active | West Nile virus-infected cells, CPE inhibition; higher % means a stronger effect; in the data active = a potency from the dose series; inconclusive = CPE inhibition mostly from about 3.7% at the one dose, without a potency; inactive = the rest, 99 in 100 with CPE inhibition below about 2.2%; note: strong numbers were not always called active
Siah-1 displacement: Siah-1 peptide-binding antagonists, primary screen, biochemical, fluorescence polarization, rhodamine-plectin, uHTS (AID 1817). Siah-1 / rhodamine-plectin peptide fluorescence polarization; higher % means a stronger effect. 290,000 tested, 0.02% active. one-dose displacement, % at 20 µM; IC50 in µM for titrated hits;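 active = displacement of at least 50% at 20 µM, with a fluorescence ratio check between 0.3 and a set limit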;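 note: plate controls were Siah plus tracer with DMSO for no effect and tracer alone without Siah for full effect; strong numbers were not always called active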
Salmonella PhoP GFP: inhibitors of PhoP regulon expression, primary screen, Salmonella Typhimurium, GFP reporter (AID 1863); S. Typhimurium PhoP-regulated promoter GFP reporter, 4 h; higher % means a stronger effect; inhibition, % at 50 µM; hits with a dose series show IC50 in µM; 300,000 tested, 0.16% active;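 active = inhibition over 29.93%, a cutoff 3 SD above the screen mean, later confirmed by dose response; inconclusive = inhibition over 29.93% but no dose response follow-up; inactive = inhibition at most 29.93% or unconfirmed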;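 note: 0% = low Mg2+ inducing control and 100% = high Mg2+ repressing control; strong numbers were not always called active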
Numbers without * were called inactive; ? = inconclusive.

SMILES	West Nile virus CPE	Siah-1 displacement	Salmonella PhoP GFP
COc1cc(CCC(=O)OCC(=O)Nc2ccc(F)c(F)c2F)cc(OC)c1OC	0.3%	-6%	-4%
Cc1ccc(NC(=O)CC(=O)Nc2ccc(C)cc2C)c(C)c1	-1.0%	11%	2%
CC1CCCC(NC(=O)C2CC(=O)N(Cc3ccccc3)C2)C1C (stereo not given)	-0.2%	-6%	11%
O=c1[nH]c(-c2ccccc2)c(-c2ccccc2)o1	-0.5%	0%	-5%
CN1C(=O)/C(=C/c2cn(CC(=O)N3CCCCC3)c3ccccc23)NC1=S	0.7%	0%	-5%
C[C@@H](CN1C(=O)C(=O)NC[C@@H]1C)NC(=O)CC12CC3CC(CC(C3)C1)C2	-0.3%	12%	-1%
COc1ccc(Cc2nc3ccc(C(=O)NCCn4ccnc4C)cc3o2)cc1OC	-0.2%	-1%	2%
Cc1ccc(NC(=O)CSc2nnnn2-c2cccnc2)c(C)c1	-0.5%	10%	-3%
COc1ccc(N(CC(=O)Nc2cc(C)ccc2C)S(=O)(=O)c2c(C)noc2C)cc1	-0.1%	2%	-7%
Cc1nn(C(=O)CCC(=O)NCc2ccccc2Cl)c2ccccc12	-0.1%	1%	1%
N#Cc1ccc(OC(=O)c2cnccn2)cc1	-0.2%	-2%	11%
CSc1ccccc1NC(=S)NCc1ccc(Cl)cc1	-0.7%	-1%	8%
CCNC(=O)NC1(C(=O)N2CCC(Cc3ccccc3)CC2)CCCCC1	-1.2%	-2%	-3%
COc1cccc(CNC(=O)CN2C(=O)CCSc3ccc(S(=O)(=O)N4CCCC4)cc32)c1	0.9%	0%	-6%
CC(=O)N/C(=C\c1ccccc1)C(=O)OCc1ccccc1	-0.3%	-2%	-3%

Compounds above that have a halogen (3):
SMILES	West Nile virus CPE	Siah-1 displacement	Salmonella PhoP GFP
COc1cc(CCC(=O)OCC(=O)Nc2ccc(F)c(F)c2F)cc(OC)c1OC	0.3%	-6%	-4%
Cc1nn(C(=O)CCC(=O)NCc2ccccc2Cl)c2ccccc12	-0.1%	1%	1%
CSc1ccccc1NC(=S)NCc1ccc(Cl)cc1	-0.7%	-1%	8%

Other structures:
SMILES	West Nile virus CPE	Siah-1 displacement	Salmonella PhoP GFP
N#Cc1cccc2c1-c1ccccc1/C2=N/NC(N)=S	0.8%	7%	28%
Cc1nc(NC2CCCCC2)c2nnn(Cc3ccccc3Cl)c2n1	-1.3%	1%	-5%
Cc1c(Cl)cccc1NS(=O)(=O)c1c(C(=O)N2CCOCC2)c(C)n(C)c1C	-0.3%	-1%	5%
COc1ccc(NC(=O)/C(C#N)=C/c2ccc[nH]2)c(OC)c1	-0.4%	-5%	-6%
O=C(NCCCn1ccnc1)c1ccc(Br)cc1	0.4%	-5%	13%
O=C(CN(Cc1ccco1)C(=O)CNS(=O)(=O)c1ccc(F)cc1)NCc1ccccc1	-0.1%	0%	-6%
C/C(CC(=O)Nc1ccc2c(c1)OCCO2)=N\NC(=O)COc1ccccc1C	0.1%	8%	4%
Cc1ccc(Sc2ncccc2C(=O)NCc2cc([N+](=O)[O-])ccc2O)c(C)c1	-0.9%	1%	1%
CC(C)c1ccc(S(=O)(=O)c2cnc(=S)[nH]c2N)cc1	-0.8%	0%	11%
COc1ccc(S(=O)(=O)N(CC(=O)N2CCCCCC2)c2ccccc2OC)cc1	-1.2%	1%	-4%
Cc1ccc(NC(=O)CCc2nnc3ccc(NCc4ccco4)nn23)cc1	0.3%	-6%	-1%
CN(C)CCN(Cc1ccccc1)C(=O)C1CCN(c2ncnc3c2nc2n3CCCCC2)CC1	0.5%	0%	1%
COCCN(C(=O)CCC(=O)Nc1nccs1)C(C(=O)NCCC(C)C)c1ccc(OC)cc1 (stereo not given)	-0.8%	-1%	5%
CCc1ccc(-n2ccc(=O)c(C(=O)O)n2)cc1	0.9%	2%	-1%
CC(=O)C1=C(O)C(=O)N(c2ccccn2)C1c1ccc(C)cc1 (stereo not given)	0.3%	2%	6%

Overlap with the part before: 3 compounds, then new ones.
SMILES	West Nile virus CPE	Siah-1 displacement	Salmonella PhoP GFP
COCCN(C(=O)CCC(=O)Nc1nccs1)C(C(=O)NCCC(C)C)c1ccc(OC)cc1 (stereo not given)	-0.8%	-1%	5%
CCc1ccc(-n2ccc(=O)c(C(=O)O)n2)cc1	0.9%	2%	-1%
CC(=O)C1=C(O)C(=O)N(c2ccccn2)C1c1ccc(C)cc1 (stereo not given)	0.3%	2%	6%
Cc1onc(-c2ccccc2)c1C(=O)NCc1ccccc1F	-0.6%	8%	1%
CCn1cc(C(=O)NCCN(C)C)c(=O)c2cc(F)c(N3CCN(C)CC3)cc21	-0.6%	3%	53µM*
CCOC(=O)C1CCN(C(=O)c2ccc(OCC(=O)Nc3cccc(C(F)(F)F)c3)cc2)CC1	-0.3%	4%	4%
CC1CC(C)CN(c2ccc(NS(=O)(=O)c3ccccc3)cc2C(=O)O)C1 (stereo not given)	-0.1%	2%	3%
COc1ccc(C(=O)N2CC(=O)Nc3ccc(F)cc3C2c2ccccc2)cc1 (stereo not given)	-0.1%	-1%	-4%
CCOc1ccc(CCNC(=O)CS(=O)Cc2nc(-c3ccc(C)cc3)oc2C)cc1 (stereo not given)	0.2%	1%	7%
COc1ccc(CNc2cccc3[nH]c(C(F)(F)F)nc23)cc1	-0.6%	-4%	12%
Cc1c(CCC(=O)O)c(=O)oc2cc(OCc3ccccc3Br)ccc12	0.0%	2%	-6%
CCCc1nc(SCC(=O)O)c2sc(=S)n(-c3ccccc3)c2n1	-0.2%	0%	-2%
O=C(c1cc(COc2c(F)cccc2F)on1)N1CCCCCC1	-0.9%	0%	2%
Cc1ccc(CNC(=O)CNC(=O)[C@@H]2Cc3ccccc3CN2)cc1	0.1%	9%	3%
CCC(C(=O)NCC1CCCO1)n1nc(C)c2sc3ccccc3c2c1=O (stereo not given)	-0.2%	-3%	11%
Cc1cc(C(=O)Nc2cccc3ccccc23)c(C)o1	-0.5%	0%	3%
CCOc1ccc(S(=O)(=O)NCCC(=O)NCC(c2ccccc2OC)N2CCCC2)cc1 (stereo not given)	-0.5%	-5%	-1%
COc1cccc(NC(=O)C2CC(=O)N(Cc3ccc(C)cc3)C2)c1 (stereo not given)	-0.4%	-2%	-1%

Molecules listed so far that have an aryl thioether with sulfur outside any ring:
SMILES	West Nile virus CPE	Siah-1 displacement	Salmonella PhoP GFP
Cc1ccc(NC(=O)CSc2nnnn2-c2cccnc2)c(C)c1	-0.5%	10%	-3%
CSc1ccccc1NC(=S)NCc1ccc(Cl)cc1	-0.7%	-1%	8%
Cc1ccc(Sc2ncccc2C(=O)NCc2cc([N+](=O)[O-])ccc2O)c(C)c1	-0.9%	1%	1%
CCCc1nc(SCC(=O)O)c2sc(=S)n(-c3ccccc3)c2n1	-0.2%	0%	-2%

The list goes on:
SMILES	West Nile virus CPE	Siah-1 displacement	Salmonella PhoP GFP
Cc1cc(C)n(C(C)CNS(=O)(=O)c2ccc(C)c(C)c2)n1 (stereo not given)	-0.7%	2%	-3%
O=C1c2ccc([N+](=O)[O-])cc2C(=O)N1Cc1cccnc1	-0.3%	-4%	4%
Cc1cccc(NC(=O)c2ccco2)c1C	-0.5%	-2%	-7%
O=C(O)C1C2CCC(C2)C1C(=O)Nc1cccc([N+](=O)[O-])c1 (stereo not given)	0.5%	2%	-3%
CN(Cc1c(C(=O)N/N=C/c2cccs2)nnn1-c1nonc1N)c1ccccc1	-0.1%	-1%	1%
COc1ccccc1OCC(=O)NCC1CCCN(Cc2cnn(C)c2C)C1 (stereo not given)	-0.1%	13%	-2%
O=C(NCCN1CCN(Cc2ccccc2)CC1)c1ccc(CS(=O)(=O)c2ccc(Br)cc2)o1	-0.6%	-3%	-6%
O=C(CSc1ccc(F)cc1)NNC(=O)c1ccccc1Br	-0.5%	-1%	-1%
CC(C)(C)c1ccc(C(=O)N2CCC(C(=O)NC3CCCCCC3)CC2)cc1	-1.5%	13%	0%
Cn1c(/C(C#N)=C(\O)c2cccc(F)c2)nc2ccccc21	-0.4%	0%	-7%
COc1ccc2[nH]cc(CCNC(=O)c3ccc4ccccc4n3)c2c1	-1.2%	4%	0%
CCOc1cccc(C2/C(=C(\O)c3ccc4c(c3)OCCO4)C(=O)C(=O)N2Cc2ccncc2)c1 (stereo not given)	0.0%	0%	-6%
COC(=O)c1cc(C)sc1NC(=O)CN1CCN(C(=O)c2ccco2)CC1	-1.1%	1%	-6%
CCc1nnc(NC(=O)CCC(=O)NC2CCCCCC2)s1	-0.2%	-7%	-2%
c1ccc(SCc2nc3ccccc3s2)nc1	0.0%	-3%	-4%
COc1cccc(-c2cccc(NC(=O)C3CCN(C4CCOCC4)CC3)c2)c1	-0.7%	4%	-1%
O=C1CCC(C(=O)N2CCCC(C(=O)c3ccc4ccccc4c3)C2)=NN1 (stereo not given)	-0.7%	-5%	0%
O=S(=O)(c1ccccc1)N(CC1CO1)c1cc(Cl)ccc1Cl (stereo not given)	-0.9%	-1%	5%
CCOc1ccc(CNC(=O)Cn2nc(C)c3c(C)n(-c4ccc(C)cc4)nc3c2=O)cc1	1.3%	12%	1%
O=S(=O)(NCc1ccccc1)c1ccc(Br)s1	-1.3%	3%	2%
Cn1nccc1C(=O)N1CCN(c2cccc(C(F)(F)F)c2)CC1	-1.2%	-5%	10%
Oc1ccc(N=Nc2ccccc2-c2nn[nH]n2)c(O)c1	0.6%	10%	4%
CC1CN(c2ccc([N+](=O)[O-])c(NCCOc3ccccc3)c2)CC(C)N1 (stereo not given)	?	-3%	5%
C=CCN(C(=O)c1csnn1)C(C(=O)NC1CCCCC1)c1ccc(Cl)cc1 (stereo not given)	-1.3%	-2%	-2%
COc1cc(/C=C2/C(=O)NN(c3ccc(Cl)cc3)C2=O)cc(OC)c1O	-1.2%	-1%	12%
CC(CN1CCCC1)OC(=O)c1ccc(Br)cc1 (stereo not given)	0.2%	-1%	-6%
COc1ccc(CNC(=O)C(C)n2ccc3cc(S(=O)(=O)N4CCCCCC4)ccc32)cc1 (stereo not given)	-0.2%	0%	-2%
O=C(Nc1nonc1-c1ccc(F)cc1)c1ccco1	-0.4%	6%	-5%
CCOc1ccc(C(=O)N2CCC3(CC2)NCCc2[nH]cnc23)cc1OCC	-0.1%	-3%	7%
CC(C)c1ccccc1OS(N)(=O)=O	-0.1%	3%	11%
COc1ccc(/C=N/OCc2ccc(Br)cc2)c(OC)c1	-0.5%	-1%	5%
Cc1ccnc(SCC(=O)NC2CCCCCC2)n1	-0.3%	-2%	-4%
CC(C)(C)C1CCC(C(=O)NCCc2ccc(S(N)(=O)=O)cc2)CC1 (stereo not given)	1.3%	-4%	4%
COc1ccccc1CNC(=O)C(=O)c1cn(CC(=O)N2CCCC2)c2ccccc12	-0.3%	-7%	17%
CCc1c(C)nc(N2CCN(c3ccccc3F)CC2)[nH]c1=O	-1.6%	1%	-1%
COc1ccc(OC)c(N/C(C)=C/C(=O)c2ccncc2)c1	-0.7%	-5%	2%
O=C(Nc1ccccc1F)c1ccc2ncsc2c1	-0.1%	8%	13%
CCn1ccnc1CN(C)Cc1c(C(=O)N2CCCCCCC2)nc2ccc(Cl)cn12	-0.8%	4%	4%
CC(=O)N1CCN=C1SCc1cccc(Cl)c1	0.6%	-7%	9%
O=C(Nc1ccnn1C1CCN(Cc2c[nH]c3ccccc23)CC1)c1ccccc1	-0.1%	2%	2%
COc1ccc2[nH]cc(CCNC(=O)C3CCCCC3)c2c1	-0.4%	1%	2%
Cc1cc(NC(=O)CSc2nccn2-c2cccc(Cl)c2)no1	-0.6%	1%	4%
O=c1[nH]c(O)c(/C=C2\C=Nc3ccc(Br)cc32)[nH]1	-0.4%	-5%	-9%
CSCCC(NS(=O)(=O)c1ccc(C)cc1)C(=O)NCCc1c[nH]c2ccccc12 (stereo not given)	-0.9%	10%	-7%
CC12CC3CC(C)(C1)CC(C(O)CN1CCOCC1)(C3)C2 (stereo not given)	-1.2%	-5%	-3%
CCn1cc(C(=O)NC2CC(C)(C)Cc3c2cnn3-c2cccc(F)c2)cn1 (stereo not given)	-0.5%	0%	0%
O=C(c1cccs1)N(Cc1cccc(F)c1)C1CCS(=O)(=O)C1 (stereo not given)	-0.1%	7%	1%
COC(=O)C(Cc1ccc(O)cc1)NC(=O)CCc1nc2ccccc2s1 (stereo not given)	0.1%	-1%	11%
Cc1oc(-c2ccccc2F)nc1CS(=O)CC(=O)NCc1ccccc1 (stereo not given)	-0.1%	3%	-8%
COc1ccc(NC(=O)C2C3CCC(O3)C2C(=O)O)c(C)c1 (stereo not given)	-0.6%	3%	-6%
CC(C)(C)OC(=O)N1CCC(C(=O)N[C@@H](Cc2c[nH]c3ccccc23)C(=O)O)CC1	-0.3%	-3%	8%
CCOC(=O)c1c(S(=O)(=O)N2CCCC(C(=O)Nc3cccc(C)n3)C2)c(C)n(C)c1C (stereo not given)	-0.1%	12%	-5%
Cc1cccc(CNC(=O)c2ccccc2NC(=O)C2=CSCCO2)c1	0.1%	-3%	6%
Cc1cc(NC(=O)CCN2CC(C)OC(C)C2)ccc1Br (stereo not given)	-1.5%	-3%	2%
CCn1c2ccc(F)cc2c2nnc(SCCN3CCCCC3)nc21	-1.4%	6%	19%
CCOc1ccccc1NC(=O)c1nnn(CC(=O)Nc2ccc3c(c2)OCO3)c1N	0.1%	-2%	4%
CN(CC(=O)Nc1ncn[nH]1)S(=O)(=O)c1cc(Cl)ccc1Cl	0.2%	8%	-4%

Not all compounds are listed; rates above refer to the full screens.
